Integrin act MD = integrin-mediated muscular dystrophy alleviation activation | Potency, µM (top dose mostly 38.3 µM), inactives show at the top dose activation, hits mostly activators | 350,000 tested, 0.064% active | alpha7betagal myoblasts, beta-gal FDG fluorescence, 48 h;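 note: potency is the fitted concentration of half-maximal effect; 100% = response of the positive control SU9516; nearly all actives have a fitted effect of over 60% in size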
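alpha7betagal+/- myoblasts (passage 13, 250/well) treated 48 h at 37C with compounds at 1:260 dilution of DMSO stock. Lysed, then beta-galactosidase activity read as FDG fluorescence (ex 480/em 540) after 30 min, with pre-read for autofluorescence.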
PTAP TSG101 blk = blocks PTAP/TSG101 interaction to inhibit HIV-1 budding. 340,000 tested, under 10 active. Q99816. Fluorescence polarization, FITC-PTAP peptide / Tsg101 binding. Potency, µM (highest dose often 115 µM), inactives show at the highest dose activity change, negative = inhibition, hits mostly inhibitors. AID 493005; active = well fitted inhibition curve with a large enough effect in the main read-out, with a control signal flat, not every such curve was filed as active; inconclusive = small, poorly fitted or top-dose-only effect, or effect the other way, or a change in a side signal; inactive = no such curve, though single readings can be large or run the other way; note: potency is the fitted concentration of half-maximal effect; % of control where 0% means no effect
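Tsg101 binding domain (10 uM final) was mixed with compound and a FITC-labeled PTAP peptide (50 nM final) in HEPES pH 7.5 buffer with NaCl, Tween 20, EDTA and TCEP; fluorescence polarization was read after 20 min at r.t.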
Tb PFK inh = blocks T. brucei phosphofructokinase; T. brucei PFK, ADP-Glo luminescence; Potency, µM (highest dose often 57.5 µM), for the others: at the highest dose activity, negative = inhibition, usual class: inhibitors; 330,000 tested, 0.17% active; AID 485367;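 note: potency is the fitted concentration of half-maximal effect; 0% = uninhibited 1x PFK enzyme wells and -100% = no-enzyme wells; nearly all actives have a fitted effect of over 60% in size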
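1.25 nM PFK with 0.5 mM F6P and 0.1 mM ATP in 0.1 M TEA pH 8.0, 5 mM MgCl2, incubated 45 min at room temperature; ADP measured by ADP-Glo luminescence; compounds titrated up to 57 uM.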
Menin MLL FP TR = displaces Texas Red mutant MLL peptide from human menin; Potency, µM (highest dose often 61.6 µM), inactives show top-dose FP activity change, negative = inhibition, most hits filed as inhibitors; AID 1768; Menin + Texas Red MLL mutant peptide, fluorescence polarization; O00255; 270,000 tested, 0.23% active; active = well fitted inhibition curve with a large enough effect in the polarisation, with a control signal flat, not every such curve was filed as active; inconclusive = small, poorly fitted or top-dose-only effect, or effect the other way, or a change in a side signal; inactive = no such curve, though single readings can be large or run the other way; the % refers to the polarisation; note: potency is the fitted concentration of half-maximal effect; % of control where 0% means no effect; many of its hits are not listed in these tables
S-ASM inh = human S-ASM enzyme inhibition. P17405. placental ASM, HMU-PC fluorogenic substrate, 60 min. Potency, µM (titrated, usually from 57.5 µM), inactives show at the highest dose activity change, negative = inhibition, most hits filed as inhibitors. 340,000 tested, 0.006% active; note: potency is the fitted concentration of half-maximal effect
Target sequence (P17405 47-631 limits assumed): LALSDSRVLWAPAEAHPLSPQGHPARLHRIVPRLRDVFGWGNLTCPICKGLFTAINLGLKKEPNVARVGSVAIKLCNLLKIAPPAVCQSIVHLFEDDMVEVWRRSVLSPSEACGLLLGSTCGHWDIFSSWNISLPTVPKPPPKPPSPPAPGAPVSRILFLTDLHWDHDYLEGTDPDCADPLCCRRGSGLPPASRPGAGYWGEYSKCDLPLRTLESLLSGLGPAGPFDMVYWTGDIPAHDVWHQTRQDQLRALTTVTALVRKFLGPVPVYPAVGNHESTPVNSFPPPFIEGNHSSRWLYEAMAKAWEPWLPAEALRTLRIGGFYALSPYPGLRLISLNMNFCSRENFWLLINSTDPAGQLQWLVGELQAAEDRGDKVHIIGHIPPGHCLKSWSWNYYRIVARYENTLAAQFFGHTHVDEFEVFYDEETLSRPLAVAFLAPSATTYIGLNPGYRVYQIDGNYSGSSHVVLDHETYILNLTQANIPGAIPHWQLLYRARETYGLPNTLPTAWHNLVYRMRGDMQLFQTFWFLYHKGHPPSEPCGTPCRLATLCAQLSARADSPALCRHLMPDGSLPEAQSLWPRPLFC
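Human placenta-derived ASM enzyme was preincubated with compound for 10 minutes at room temperature, then given fluorogenic substrate HMU-PC0 (9 uM final) for 60 minutes at 37 °C; a pH 10 stop preceded fluorescence reading at Ex 386/Em 447 nm.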
PKM2 act = activators of human pyruvate kinase M2 | P14618 | purified PKM2, Kinase-Glo ATP luminescence, activation; response scale: 0% is enzyme alone, no compound | Potency, µM (doses to about 57.5 µM), for inactives: top-dose activation, actives largely listed as activators | 260,000 tested, 0.34% active; note: potency is the fitted concentration of half-maximal effect; % is set by controls: 0 for no effect and ±100 for the full control effect; nearly all actives have a fitted effect of over 55% in size
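hPK-M2, >95% pure; 0.1 mM ADP / 0.5 mM PEP final; imidazole pH7.2 buffer w/ 7 mM MgCl2, 50 mM KCl; 1 h RT; Kinase-Glo lum. Intermediate enzyme activity for dual inhibitor/activator qHTS.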
BCR signal inh = inhibitors of chronic active B-cell receptor signaling; ABC-DLBCL IkBa-CBG/CBR reporter, luminescence ratio, 4 h; Potency, µM (series often up to 46.1 µM), without a hit: at the highest dose ratio change, negative = lower green/red ratio, most hits filed as inhibitors; 340,000 tested, 0.05% active; AID 493014; active = well fitted inhibition curve with a large enough effect in the signal ratio, with a control signal flat, not every such curve was filed as active; inconclusive = small, poorly fitted or top-dose-only effect, or effect the other way, or a change in a side signal; the % refers to the signal ratio;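 note: potency is the fitted concentration of half-maximal effect; plate controls were basal doxycycline-induced cells for no effect and cells given 10 µM MG132 for full effect; MG132 reads +100%, hits lower the ratio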
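TMD8 ABC-DLBCL cells carrying doxycycline-inducible green luciferase fused to IkappaBalpha plus unfused red luciferase were exposed to compounds (up to 46 uM) for 4 hrs at 37C. Activity came from the overlap-corrected green/red luminescence ratio.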
Giardia killer = kills Giardia lamblia; Giardia lamblia trophozoite viability; activity change, % at 7.66 µM, hits read low; 340,000 tested, 0.15% active; in the data active = activity change below about -80%; inconclusive = between about -30% and that limit;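 note: parasites exposed to compound for two days anaerobically before the ATP read; % is set by controls: 0 for no effect and ±100 for the full control effect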
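Luminescent ATP signal served as the viability read-out, measured 15-30 min after adding ATP detection reagent to trophozoites that had been incubated with compounds for 48 hrs at 37 deg C anaerobically at 100 cells/well.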
B2AR arrestin = agonists driving beta-arrestin recruitment to human beta2-adrenergic receptor. Potency, µM (highest dose often 46.1 µM), for the others: at the highest dose activation, usual class: activators. 330,000 tested, 0.02% active. P07550. beta-arrestin recruitment to beta2AR, cell-based reporter;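 note: potency is the fitted concentration of half-maximal effect; 0% = DMSO controls and full agonism = EC100 isoproterenol or metaproterenol; nearly all actives have a fitted effect of over 65% in size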
Target sequence (P07550 whole entry, looked up): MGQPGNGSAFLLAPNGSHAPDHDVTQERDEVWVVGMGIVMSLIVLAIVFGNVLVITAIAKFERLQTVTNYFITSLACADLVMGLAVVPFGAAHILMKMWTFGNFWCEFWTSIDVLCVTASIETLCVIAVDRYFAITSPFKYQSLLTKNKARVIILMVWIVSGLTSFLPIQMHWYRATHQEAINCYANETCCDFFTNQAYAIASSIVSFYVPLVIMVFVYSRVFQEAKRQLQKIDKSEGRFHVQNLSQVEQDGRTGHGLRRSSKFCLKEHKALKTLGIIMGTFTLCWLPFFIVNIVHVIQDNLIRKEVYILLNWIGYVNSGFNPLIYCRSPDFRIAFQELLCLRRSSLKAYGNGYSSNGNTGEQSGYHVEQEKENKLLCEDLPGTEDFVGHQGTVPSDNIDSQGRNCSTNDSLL
Coupling enz = inhibits coupling enzyme system, counter-screen for aldolase hits. coupling enzyme system counterscreen, AmpLite Red fluorescence. activity change, negative = inhibition, % at 58.2 µM, hits read low. 290,000 tested, 0.67% active. AID 2472; in the data active = activity change below about -30%; note: % is set by controls: 0 for no effect and ±100 for the full control effect
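Coupling enzymes only (glyceraldehyde-3-phosphate) + compound, at 57.5 uM final, 10 min RT; add substrate/coupling/AmpLite Red mix, 20 min RT; fluorescence ex 525/em 598 nm. Actives flag coupling-system interference.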
GALK inh = inhibitors of human galactokinase | Purified GALK, Kinase-Glo residual ATP luminescence | 270,000 tested, 0.007% active | P51570 | Potency, µM (top dose mostly 57.5 µM), for inactives: top-dose activity change, negative = inhibition, most hits filed as inhibitors; note: potency is the fitted concentration of half-maximal effect; % is set by controls: 0 for no effect and ±100 for the full control effect
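Quantitative HTS: GALK 5 nM, ATP 35 uM, galactose 100 uM, 1 h room temperature, then luciferase-based ATP detection.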
Starred values were filed as active, the others as inactive; ? = inconclusive; . = not tested or not shown; [ ] = another dose, or the depositor's remark. Unless noted, calls come from the whole dose curve; as a rule, active = well fitted curve in the direction sought with a large enough effect; inconclusive = small, poorly fitted or top-dose-only effect, or another doubt; inactive = no such curve, though single readings can be large; an effect the other way counts as inactive or inconclusive.

nr	SMILES	PKM2 act	S-ASM inh	BCR signal inh	GALK inh	Tb PFK inh	Integrin act MD	Menin MLL FP TR	Coupling enz	PTAP TSG101 blk	Giardia killer	B2AR arrestin
1	CCCCNC(=S)NNC(=O)c1ccoc1C	1%	5%	-10%	-3%	-1%	-11%	17%	3	.	10	0.2%
2	CC(=O)Nc1ccccc1C(=O)C(=O)Nc1ccc(C(=O)N2CCOCC2)cc1	-12%	1%	-11%	3%	-2%	2%	6%	-3	1%	-7	-0.2%
3	O=C(O)C1CC(=O)N(CCc2ccc(F)cc2)C1 (stereo not given)	0%[11.5 µM]	-2%	-1%	-1%	-12%	3%	26%	-1	-5%	19	0.9%
4	Cc1cc(O)c(-c2cc(O)c(C)cc2O)cc1O	-35%	1%	?	-1%	12µM*	-62%[inhibitor]	.	-50*	1%	6	-0.3%
5	Cc1ccc(C(C)CCN2CCC(n3nccc3NC(=O)c3ccccc3)CC2)o1 (stereo not given)	2%	-3%	-3%	-5%	1%	-15%	-7%	0	-5%	14	-0.3%
6	O=C(COc1cccc2ccccc12)N1c2ccccc2CCc2ccccc21	-2%	-17%	?	4%	-1%	-36%	-7%	0	-5%	-8	-0.4%
7	Cn1c(N)c(C(=O)COC(=O)Cc2ccc(Cl)cc2Cl)c(=O)n(C)c1=O	.	-11%	1%	.	0%	15%	.	.	-6%	-4	0.0%
8	Cn1cnc2cc(OC(=O)c3ccccc3)ccc21	1%	-5%	?	0%	-2%	12%	.	-1	-2%	8	0.1%
9	CC1CCN(C(=O)c2ccc3c(c2)OCO3)CC1	-2%	2%	2%	-6%	3%	27%	.	.	-6%	12	0.1%
10	Clc1ccc(CN2CCCCCC2)cc1	-6%	2%	0%	6%	1%	14%	-1%	0	0%	-15	0.6%
11	COc1cc(OC)c(C2C3=C(CCCC3=O)Nc3nc4ccccc4n32)cc1OC (stereo not given)	-5%	473%[activator]	7%	0%	-17%	-14%	-27%	3	-1%	14	0.0%
12	CCOc1ccc(/C=C(/NC(=O)c2ccc(Cl)cc2)C(=O)O)cc1OCC	-5%	6%	4%	4%	0%	19%	.	10	-3%	1	0.3%
13	Cc1ccccc1NC(NC(=O)c1cccnc1)C(Cl)(Cl)Cl (stereo not given)	-8%	-2%	-7%	-2%	2%	-5%	13%	-4	-1%	2	0.1%
14	Cc1cccc(N(CC(=O)NCc2ccco2)C(=O)CCC(=O)Nc2nccs2)c1C	.	2%	?	-3%	1%	6%	-26%	0	-6%	17	0.4%
15	Nc1ccc(S(=O)(=O)NC2=NCCCCC2)cc1	-6%	2%	0%	1%	-10%	8%	.	3	-4%	-16	-0.4%
16	Cc1cc(C)n(-c2ccc(C(=O)OCC(=O)Nc3ccc(S(N)(=O)=O)cc3)cc2)n1	.	-2%	-3%	.	-1%	24%	.	.	-2%	4	0.2%
17	O=C1c2oc3ccc(F)cc3c(=O)c2C(c2ccccc2)N1CC1CCCO1 (stereo not given)	0%	-3%	3%	-2%	-8%	-9%[7.66 µM]	1%	-3	-5%	21	-1.1%
18	Cc1cc(C)cc(NC(=O)C2CCCN2S(=O)(=O)c2ccc3c(c2)n(C)c(=O)c(=O)n3C)c1 (stereo not given)	23%	2%	6%	.	-4%	-19%	-10%	-1	1%	23	0.0%
19	CC1CCc2cc(F)ccc2N1C(=O)CSc1nnc2c(n1)[nH]c1ccc(F)cc12 (stereo not given)	10%	-3%	21%	-1%	7%	-56%[inhibitor]	0%	-2	-3%	-15	-0.5%
20	Cc1cc(=O)n2[nH]c(CCC(=O)O)nc2n1	1%	0%	5%	-1%	0%	1%	.	-1	-5%	4	0.3%
21	Cc1cccc(C(=O)N(Cc2nc3ccccc3c(=O)[nH]2)C2CCCCC2)c1	-1%	-5%	?	1%	-1%	-9%	?	2	0%	17	-0.8%
22	Cc1cc(NC(=O)CSc2nnc(NCc3ccco3)s2)no1	.	1%	0%	.	8%	-19%	.	.	-2%	2	0.1%
23	O=C(CN1C(=O)NC2(CCCCC2)C1=O)NCCCSc1ccccc1	.	-1%	0%	.	-8%	-11%	.	.	0%	-17	-0.6%
24	COc1ccc(Cl)cc1NC(=O)NCc1ccccn1	0%	4%	9%	-1%	3%	10%	12%	-2	-7%	4	0.4%

Reprinted from the part before: five entries, followed by the next part.
nr	SMILES	PKM2 act	S-ASM inh	BCR signal inh	GALK inh	Tb PFK inh	Integrin act MD	Menin MLL FP TR	Coupling enz	PTAP TSG101 blk	Giardia killer	B2AR arrestin
20	Cc1cc(=O)n2[nH]c(CCC(=O)O)nc2n1	1%	0%	5%	-1%	0%	1%	.	-1	-5%	4	0.3%
21	Cc1cccc(C(=O)N(Cc2nc3ccccc3c(=O)[nH]2)C2CCCCC2)c1	-1%	-5%	?	1%	-1%	-9%	?	2	0%	17	-0.8%
22	Cc1cc(NC(=O)CSc2nnc(NCc3ccco3)s2)no1	.	1%	0%	.	8%	-19%	.	.	-2%	2	0.1%
23	O=C(CN1C(=O)NC2(CCCCC2)C1=O)NCCCSc1ccccc1	.	-1%	0%	.	-8%	-11%	.	.	0%	-17	-0.6%
24	COc1ccc(Cl)cc1NC(=O)NCc1ccccn1	0%	4%	9%	-1%	3%	10%	12%	-2	-7%	4	0.4%
25	CCc1cc(C)cc(OCCNC(=O)c2ncn[nH]2)c1	3%	1%	1%	-1%	-3%	10%	-1%	-2	-5%	-1	1.7%
26	O=C(/C=C/c1ccco1)N1CCN(c2ccc(F)cc2)CC1	?	0%	-3%	0%	2%	-3%	.	-9	1%	-1	-0.7%
27	COc1cc(NC(=O)Cn2cnc3c(nc4n3CCCCC4)c2=O)cc(OC)c1OC	.	4%	-14%	1%	1%	5%	11%	0	1%	-2	-0.2%
28	Cc1ccc(F)cc1NC(=O)CCC(=O)c1cccs1	2%	0%	?	2%	-3%	-5%	-1%	0	-2%	3	2.8%
29	OC(COC(c1ccc(F)cc1)c1ccc(F)cc1)CN1CCCC1 (stereo not given)	.	0%	-3%	4%	1%	-38%	-92%	-6	0%	45[activator]	-0.3%
30	COc1cccc(-c2cc(C(F)(F)F)n3ncc(C(=O)O)c3n2)c1	-4%	3%	0%	-1%	-8%	6%	13%	5	0%	-21	-0.3%
31	COc1ccc(Cl)cc1NC(=O)Nc1ccc(C(=O)N2CCCC2)cc1	-6%	-11%	4%	8%	0%	-32%	.	.	-1%	-9	0.1%
32	O=C(COc1ccccc1F)Nc1ccc(N2CCOCC2)cc1N1CCOCC1	.	-2%	-4%	.	3%	-21%	.	.	-2%	-1	-0.4%
33	CCOC(=O)c1ccc(NC(=O)CCSCCc2ccccn2)cc1	-9%	1%	8%	-1%	1%	-9%	0%	-2	-6%	4	0.1%
34	O=[N+]([O-])c1cccc(N2Cc3ccccc3C2)c1	-1%	-1%	4%	1%	-2%	16%	?	-1	-3%	0	0.3%
35	CCOC(=O)C1(Cc2cccc(F)c2)CCN(Cc2cnn(CC)c2C)CC1	14%	0%	3%	1%	0%	-34%	21%	0	-3%	32[activator]	0.4%
36	Cc1ccc(C(=O)n2cnnc2N)cc1	1%	4%	-17%	.	1%	-5%	-9%	-2	-10%	-8	-0.2%
37	Cc1cccc(C)c1NC(=O)CN(C)C(=O)c1ccccc1Cc1ccccc1	.	-2%	-12%	.	-1%	3%	.	.	-7%	7	0.2%

Not all compounds are listed (hit frequency here may not be typical).
